# Compound activity: PubChem BioAssay, Broad Institute
# E-selectin induc: E-selectin induction on HUVECs; HUVEC E-selectin immunofluorescence imaging; normalized: neutral wells 0, TNF-alpha wells 100; AID 686992; 260,000 tested, 0.37% active; activation, % at 7.58 µM;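 active = mean E-selectin-positive cell signal at least 10% of the positive control, reached in at least 60% of replicates, without over 20% cell loss; inconclusive = no rule given, readout overlaps actives, possibly toxicity-flagged; inactive = the rest, including those meeting only one limit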;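 also: in these data hits start at about 27%; measured in HUVEC primary endothelial cells; signal is the percent of cells scored E-selectin positive by PE staining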
# Target sequence (P16581 whole entry, looked up): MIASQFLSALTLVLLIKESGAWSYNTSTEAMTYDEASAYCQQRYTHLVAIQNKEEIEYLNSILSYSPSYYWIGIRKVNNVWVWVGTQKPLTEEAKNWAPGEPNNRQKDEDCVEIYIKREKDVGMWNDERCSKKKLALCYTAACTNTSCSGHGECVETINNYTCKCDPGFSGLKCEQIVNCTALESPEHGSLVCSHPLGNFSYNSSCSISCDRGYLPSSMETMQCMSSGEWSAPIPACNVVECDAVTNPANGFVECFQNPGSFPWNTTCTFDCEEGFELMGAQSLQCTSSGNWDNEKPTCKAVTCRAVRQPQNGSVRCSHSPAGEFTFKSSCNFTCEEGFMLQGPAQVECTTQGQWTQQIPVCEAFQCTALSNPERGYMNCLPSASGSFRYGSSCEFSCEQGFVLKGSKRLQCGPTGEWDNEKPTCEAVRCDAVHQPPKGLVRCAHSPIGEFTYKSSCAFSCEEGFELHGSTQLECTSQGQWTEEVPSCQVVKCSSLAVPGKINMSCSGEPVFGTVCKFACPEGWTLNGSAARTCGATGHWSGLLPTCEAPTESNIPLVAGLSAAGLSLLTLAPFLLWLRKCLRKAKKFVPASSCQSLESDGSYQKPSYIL
#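 Assay system: HUVEC primary endothelial cells. Input: 3,000 HUVEC seeded per well. Doses: one compound dose added by pin transfer. Read-out basis: % PE-positive cells. Benchmarks: TNF-alpha high, DMSO low. Detection: immunofluorescence imaging. Buffer or medium: EGM-2, gelatin.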
# SIRT5 inh: sirtuin-5 (human) deacylase inhibition; Purified SirT5, succinyl-peptide AMC, trypsin-coupled fluorescence; Q9NXA8; 330,000 tested, 1.1% active; inhibition, % at 15 µM; in the data active = inhibition above about 15%; inconclusive = no clear call, values can overlap the other calls
# Target sequence (Q9NXA8 whole entry, looked up): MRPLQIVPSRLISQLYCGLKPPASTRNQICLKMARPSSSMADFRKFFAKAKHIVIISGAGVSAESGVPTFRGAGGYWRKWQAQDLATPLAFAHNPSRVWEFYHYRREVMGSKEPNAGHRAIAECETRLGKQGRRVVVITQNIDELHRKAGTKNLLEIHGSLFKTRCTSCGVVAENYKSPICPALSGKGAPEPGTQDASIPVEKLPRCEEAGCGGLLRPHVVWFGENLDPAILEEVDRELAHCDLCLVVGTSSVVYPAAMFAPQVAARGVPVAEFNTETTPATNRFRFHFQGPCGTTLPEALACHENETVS
# ERp5 inh: ERp5 (human) disulfide isomerase inhibition; Q15084; inhibition, % at 9.99 µM; 350,000 tested, 0.05% active; ERp5 insulin aggregation, absorbance 650 nm, 90 min;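 active = mean replicate inhibition above about 25%, with every replicate also reaching it, limit read from the data, passing the limit was not always enough; inconclusive = only one of those two criteria met; inactive = neither criterion met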
# PglD inh: PglD (C. jejuni) enzyme inhibition; purified PglD enzyme, DTNB colorimetric CoA detection; inhibition, % at 12.5 µM; 360,000 tested, 0.098% active; AID 602405; in the data active = inhibition above about 16%, passing the limit was not always enough; inconclusive = no clear call, values can overlap the other calls; also: strong numbers were not always called active
# DENV2 CPE rescue: protects cells from dengue virus 2 cytopathic effect; CPE inhibition, % at 9.99 µM; DENV2-infected cells, cytopathic effect rescue, plate reader; 350,000 tested, 1.7% active; AID 651640; in the data active = CPE inhibition above about 20%, passing the limit was not always enough; inconclusive = no clear call, values can overlap the other calls; tested in BHK-21 cells;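 also: 0% = median of neutral control wells and 100% = median of positive control wells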
# S100A4 inh HTS: blocks human S100A4 binding to myosin IIA peptide | AID 652163 | 360,000 tested, 0.14% active | S100A4/TAMRA-MyoIIA peptide fluorescence polarization | inhibition, % at 10.7 µM;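 active = mean inhibition of at least 70% across replicates, with every replicate also reaching that level; inconclusive = mean inhibition reaches 70% but some replicates fall short; inactive = mean inhibition below 70%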
# Target sequence (P26447 whole entry, looked up): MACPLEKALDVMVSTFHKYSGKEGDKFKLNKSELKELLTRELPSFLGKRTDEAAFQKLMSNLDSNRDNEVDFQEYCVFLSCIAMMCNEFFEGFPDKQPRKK
#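 Material: S100A4 monomer protein / Buffer or medium: 50 mM HEPES pH 7.2, 10 mM CaCl2, 100 mM KCl / Times: 5 min incubation before reading / Benchmarks: neutral control DMSO, positive control TFP / Reagent: labelled myosin peptide probe, 5 nM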
# Statin myotox sup: suppression of simvastatin myotoxicity | C2C12 myotubes + simvastatin, ATP luminescence, 48 h; scaled: DMSO 0, geranylgeraniol control 100 | rescue of ATP level, % at 7.49 µM | 330,000 tested, 0.78% active | AID 602340;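 active = mean ATP rescue above about 67%, or every replicate alone reaching that limit, limit read from the data, passing the limit was not always enough; inconclusive = no clear call, values can overlap the other calls; inactive = mean under the limit and some replicate under it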;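 also: myotubes were challenged with 10 µM simvastatin during compound exposure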
# Starred values were filed as active, the others as inactive; ? = inconclusive; / = no result given. The list is partial, so the mix of outcomes need not match the whole.
Molecule	E-selectin induc	SIRT5 inh	ERp5 inh	PglD inh	DENV2 CPE rescue	S100A4 inh HTS	Statin myotox sup
CCCCCCCC/C=C\CCCCCCCC(=O)NCCc1ccc(O)c(O)c1	?	32*	2	4	-6	-9	-195
COc1cccc(S(=O)(=O)N2CCN(C(=O)c3ccco3)CC2)c1	-0.6	-4	11	1	/	1	-6
CC[C@@H](Nc1ncnc2c1oc1ccccc12)C(=O)O	6.3	0	-3	4	-4	-6	-40
COc1ccccc1N(Cc1cc(=O)[nH]c2ccccc12)C(=O)c1ccccc1	-0.2	2	-4	/	-5	-6	/
COc1ccc(C(=O)N/N=C(\C)c2ccc(NC(=O)Cc3ccccc3)cc2)c(OC)c1	/	-1	-2	-1	1	2	/
O=C(NC1CCCC1)C(c1ccccn1)N(Cc1ccc(F)cc1)C(=O)c1csnn1 (stereo not given)	0.4	/	1	-2	-1	18	11
COc1ccc(C(=O)NCCN2CCN(C(=O)c3ccc(OC)c(OC)c3)CC2)cc1OC	/	-1	2	1	4	-1	2
C[C@H](CO)N1C[C@H](C)[C@@H](CN(C)CC2CC2)Oc2c(NC(=O)c3cnccn3)cccc2C1=O	5.3	10	-1	-6	9	-6	-11
COCCOC(=O)c1c(C)oc2ccc(OS(C)(=O)=O)cc12	4.4	-5	-2	/	19	-5	/
C=CCN=C1NC(c2cccc(Cl)c2)C(C(=O)OC)=C(C)N1Cc1cccc(C(F)(F)F)c1 (stereo not given)	-0.2	/	-1	/	5	-4	/
Cc1csc(NC(=O)C(CC(C)C)NS(=O)(=O)c2ccc3c(c2)oc(=O)n3C)n1 (stereo not given)	/	/	1	2	-1	12	-4
Cc1noc(C)c1S(=O)(=O)Nc1ccc2c(c1)C(=O)N([C@@H](C)CO)C[C@@H](C)[C@H](CN(C)C(=O)Nc1ccc3c(c1)OCO3)O2	/	-2	-4	-1	3	4	22
CN(Cc1ccccc1)C(=O)c1ccc(NC(=O)Cc2cccc(NC(=O)C3CCCN(C(=O)C4CCC4)C3)c2)cc1 (stereo not given)	-0.2	/	4	-1	?	-9	13
COc1ccc2[nH]c(C)c(CCN(Cc3cccs3)C(=S)Nc3ccccc3)c2c1	3.9	-1	4	0	-7	7	-17
O=C(Nc1cc(Cl)ccn1)C1(c2ccccc2)CC1(Cl)Cl (stereo not given)	-0.2	-2	6	3	?	-4	/
COc1cc(CN2CC(=O)N(c3cc(Cl)ccc3C)C2=S)cc(OC)c1OC	-0.1	-3	-2	-2	-2	-4	2
O=C(NCc1cccc(F)c1)c1cccc(OC2CCN(C(=O)C3CC3)CC2)c1	-0.2	3	-5	-1	1	9	2
Nc1c(N(Cc2ccco2)C(=O)COc2ccccc2F)c(=O)[nH]c(=O)n1Cc1ccccc1	-0.9	2	-2	-4	4	-3	1
COc1ccc(CC(=O)OCC(=O)Nc2c(C)n(C)n(-c3ccccc3)c2=O)cc1OC	-0.5	-4	2	0	-8	4	-3
COC(=O)C[C@H]1C=C[C@H](NS(=O)(=O)c2ccccc2F)[C@H](CO)O1	0.1	-3	3	-3	-5	46	0
CC(C)=CCN1CCN(Cc2c(C)nn(C)c2Cl)CC1CCO (stereo not given)	/	-2	-1	/	/	4	/
Cc1ccc(S(=O)(=O)NC[C@H]2CC[C@H]3[C@H](CN3Cc3cc(-c4ccccc4)on3)O2)cc1	/	-4	1	/	7	10	/
NC(=O)c1ncn([C@@H]2O[C@H](CNCc3cc(Cl)ccc3OCc3ccc(Cl)cc3)[C@@H](O)[C@H]2O)n1	-0.1	-2	0	-1	0	-3	11
CC(C)CC#Cc1ccc2c(c1)O[C@@H](CN(C)C(=O)Cc1cccnc1)[C@H](C)CN([C@H](C)CO)S2(=O)=O	0.1	2	4	0	5	-83	-7
Cc1cccc(CSc2nnc(Cn3c(=O)sc4ccccc43)n2C)c1	0.1	/	2	-2	-1	6	2
COc1ccc(S(=O)(=O)Nc2ccc3c(c2)C(=O)N([C@H](C)CO)C[C@H](C)[C@@H](CN(C)C)OCCCC[C@@H](C)O3)cc1	-0.2	-1	-3	4	-4	7	-16
COC(=O)[C@H](CC(C)C)NC(=O)N1CCN(c2cccc(C(F)(F)F)c2)CC1	/	-2	0	-5	-9	-2	31
O=C(NCCN1CCOCC1)c1cc(-c2ccc(Cl)c(Cl)c2)on1	/	-5	2	2	2	2	-14
CC(Sc1nnc(NC2CC2)s1)C(=O)Nc1ccc(S(N)(=O)=O)cc1 (stereo not given)	-0.1	0	-3	4	-7	-1	-7
CC1CCC(NC(=O)c2cccn2C)CC1 (stereo not given)	-0.1	-3	0	-2	6	-1	0
Cc1cnc(NC(=O)Cc2ccc(Br)cc2)s1	-0.1	-3	-4	-2	10	1	-18
COCc1cc(C)[nH]c(=O)c1C(=O)NC12CC3CC(CC(C3)C1)C2	0.4	4	-4	/	2	2	/
O=C(Nc1ccc(F)cc1)N1C[C@@H]2[C@H](c3ccccc31)[C@H](CO)N2C(=O)c1ccccc1	0.6	-1	2	-6	4	5	6
CCCN(C)C[C@H]1OCCCC[C@@H](C)Oc2ccc(NC(=O)C3CCCCC3)cc2C(=O)N([C@H](C)CO)C[C@H]1C	-0.1	-2	5	2	-11	6	/
CN(C(=O)c1ccc2c(c1)OCCO2)c1c(N)n(Cc2ccccc2)c(=O)[nH]c1=O	-0.5	-3	-1	-1	-6	0	11
O=C(C[C@H]1C/C=C\C[C@@H](NC(=O)OCC2c3ccccc3-c3ccccc32)C(=O)O[C@@H](c2ccccc2)CNC1=O)N[C@H](CO)Cc1ccccc1	/	1	0	3	-9	-4	-31
COC(=O)c1ccc(-n2c(C)cc(C(=O)COC(=O)C3=COCCO3)c2C)cc1	0.1	-2	3	-4	-4	-7	-1
CCCn1c(N)c(C(=O)COC(=O)CNC(=O)c2ccc(C)c(C)c2)c(=O)n(C)c1=O	3.7	0	-1	0	10	-14	-2
COc1ccc([C@@H]2CC=C(C(=O)O)[C@H](c3ccccc3)N2S(=O)(=O)c2ccc(C)cc2)cc1OC	-0.2	0	8	6	49*	-1	18
Cc1ccc(S(=O)(=O)N2CCCCC2)cc1NC(=O)CCNC(=O)c1ccccc1Cl	0.0	-4	3	1	4	-1	3
COCCNC(=O)c1cc2nc(-c3ccc(F)cc3)cc(C(F)(F)F)n2n1	13	0	1	/	-6	-6	/
CC(=O)COc1coc(CN2CCN(c3ccc(F)cc3)CC2)cc1=O	/	-2	0	-5	4	2	-1
O=[N+]([O-])c1ccc(S(=O)(=O)N2CCSC2c2ccco2)cc1 (stereo not given)	/	0	1	2	8	-9	/
CCS(=O)(=O)C1=NN2C(=N)/C(=C\c3ccc(OC(=O)c4ccco4)cc3)C(=O)N=C2S1	/	7	5	-1	0	-9	0
Cc1nnc(N/N=C/c2cccc(C(F)(F)F)c2)n1N	/	-1	0	2	3	2	?
C=C1C(=O)O[C@H]2[C@@H]1CC/C(CO)=C\CC[C@@]1(C)O[C@@H]21	/	0	6	/	-6	6	/
Nn1cc(-c2ccccc2)nc1SCC(=O)Nc1ccc2c(c1)OCO2	/	/	?	/	10	-1	/
O=C(c1cccc(Cl)c1)C1CCCN(C(=O)c2ccc3c(c2)OCO3)C1 (stereo not given)	/	-2	1	-4	-1	-3	30
COC(=O)c1c(C)[nH]c(C(=O)COc2ccc3ccc(=O)oc3c2)c1C	-0.2	-1	0	-6	19	-1	-14
COCCNC(=O)C(Cc1c[nH]c2ccccc12)NC(=O)OCc1ccccc1 (stereo not given)	/	0	-1	4	-3	-3	-1

# (cont.)
Molecule	E-selectin induc	SIRT5 inh	ERp5 inh	PglD inh	DENV2 CPE rescue	S100A4 inh HTS	Statin myotox sup
CCC(C)NC(=O)c1ccc(NC(=O)C2=C(C)OCCS2)cc1 (stereo not given)	-0.1	-2	1	3	-11	9	-6
COc1ccc(N(CC(=O)NCc2ccc3c(c2)OCO3)S(=O)(=O)c2ccccc2[N+](=O)[O-])c(OC)c1	0.6	-2	5	1	19	-2	-23
COc1ccc2c3c(n(C)c2c1)[C@H](CO)N(C(=O)Nc1ccc(F)cc1)CC31CCN(S(=O)(=O)c2cccc(C)c2)CC1	2.8	12	-6	/	3	-4	/
Cc1c(Cl)cccc1NC(=O)COC(=O)Cn1cnc2c1c(=O)n(C)c(=O)n2C	/	-3	5	-4	?	2	0
COc1ccc(NS(=O)(=O)c2cccc(N3CC(O)=C(c4ccccc4)C3=N)c2)cc1	0.0	-3	-2	/	7	0	/
COc1ccc2c3c([nH]c2c1)[C@@H](CO)N(C(=O)Nc1ccc(F)cc1)CC31CN(C(=O)Nc2ccccc2)C1	0.1	-4	/	/	10	3	/
CO[C@@H]1CN(C)C(=O)c2cc(NC(=O)Nc3cccc(F)c3)ccc2OC[C@H](C)N(C(=O)C2CC2)C[C@@H]1C	4.2	/	/	-3	/	/	-11
Cc1ccc(C)c(NC(=O)CN(C)C(C)C(=O)N2CC(C)CC(C)C2)c1 (stereo not given)	3.3	-4	-3	/	6	23	4
CN1CCOCCOc2ccccc2OCCOCC1	0.3	-2	0	5	-1	0	-6
CCN(C)C[C@@H]1Oc2cc(C#CCC3CCCC3)ccc2S(=O)(=O)N([C@@H](C)CO)C[C@H]1C	3.1	-1	-6	-2	?	-4	-21

# Another view of some results above.
# Results follow in this order: E-selectin induc, SIRT5 inh, ERp5 inh, PglD inh, DENV2 CPE rescue, S100A4 inh HTS, Statin myotox sup
COC(=O)c1c(C)[nH]c(C(=O)COc2ccc3ccc(=O)oc3c2)c1C
→ -0.2, -1, 0, -6, 19, -1, -14
COCCNC(=O)C(Cc1c[nH]c2ccccc12)NC(=O)OCc1ccccc1 (stereo not given)
→ /, 0, -1, 4, -3, -3, -1
CCC(C)NC(=O)c1ccc(NC(=O)C2=C(C)OCCS2)cc1 (stereo not given)
→ -0.1, -2, 1, 3, -11, 9, -6
COc1ccc(N(CC(=O)NCc2ccc3c(c2)OCO3)S(=O)(=O)c2ccccc2[N+](=O)[O-])c(OC)c1
→ 0.6, -2, 5, 1, 19, -2, -23
COc1ccc2c3c(n(C)c2c1)[C@H](CO)N(C(=O)Nc1ccc(F)cc1)CC31CCN(S(=O)(=O)c2cccc(C)c2)CC1
→ 2.8, 12, -6, /, 3, -4, /
Cc1c(Cl)cccc1NC(=O)COC(=O)Cn1cnc2c1c(=O)n(C)c(=O)n2C
→ /, -3, 5, -4, ?, 2, 0
COc1ccc(NS(=O)(=O)c2cccc(N3CC(O)=C(c4ccccc4)C3=N)c2)cc1
→ 0.0, -3, -2, /, 7, 0, /
COc1ccc2c3c([nH]c2c1)[C@@H](CO)N(C(=O)Nc1ccc(F)cc1)CC31CN(C(=O)Nc2ccccc2)C1
→ 0.1, -4, /, /, 10, 3, /
CO[C@@H]1CN(C)C(=O)c2cc(NC(=O)Nc3cccc(F)c3)ccc2OC[C@H](C)N(C(=O)C2CC2)C[C@@H]1C
→ 4.2, /, /, -3, /, /, -11
Cc1ccc(C)c(NC(=O)CN(C)C(C)C(=O)N2CC(C)CC(C)C2)c1 (stereo not given)
→ 3.3, -4, -3, /, 6, 23, 4
CN1CCOCCOc2ccccc2OCCOCC1
→ 0.3, -2, 0, 5, -1, 0, -6
CCN(C)C[C@@H]1Oc2cc(C#CCC3CCCC3)ccc2S(=O)(=O)N([C@@H](C)CO)C[C@H]1C
→ 3.1, -1, -6, -2, ?, -4, -21
